TSHR antag – human thyrotropin receptor antagonism | P16473 | TSHR-expressing cells, TSH-stimulated cAMP HTRF, 2 h; active compounds read low | activity change, negative = inhibition, % at 11.5 µM | hit rate 0.2% among 330,000;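 active means activity change below a set negative limit, meaning inhibition stronger than a set level, cut at about -70% in these data; inconclusive means activity change between two set negative limits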; further: on the % scale 0 is the no-effect control and ±100 the full control effect
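Freshly harvested TSHR cells receive pin-tooled compound, then EC80 TSH at 4nM final. After 2 hours at 37 deg C, antibody in lysis buffer and cAMP-d2 are added; 30 minutes at ambient temperature precede the HTRF read.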
GALK inh – galactokinase (human) inhibition; Potency, µM (series often up to 57.5 µM), without a hit: at the top dose activity change, negative = inhibition, usual class: inhibitors; Purified GALK, Kinase-Glo residual ATP luminescence; hit rate 0.007% among 270,000; further: potency means the concentration at half of the fitted maximal effect; on the % scale 0 is the no-effect control and ±100 the full control effect
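5 nM enzyme, 35 uM ATP, 100 uM galactose, 20 mM HEPES pH8.0, 5 mM MgCl2; 1 h RT; residual ATP by Kinase-Glo Plus luminescence, qHTS format.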
Giardia killer – kills Giardia lamblia; Giardia lamblia trophozoite viability; AID 540267; activity change, % at 7.66 µM, hits read low; hit rate 0.15% among 340,000; in the data active means activity change below about -80%; inconclusive means between about -30% and that limit;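 further: parasites exposed to compound for two days anaerobically before the ATP read; on the % scale 0 is the no-effect control and ±100 the full control effect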
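Compounds were tested on trophozoites seeded at 100 cells/well and held 48 hrs at 37 deg C anaerobically. An ATP-based luminescent kit measured the remaining live cells.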
hERG WT inh – KCNH2 (human, wildtype) channel inhibition | U2OS, BacMam KCNH2, thallium flux FluxOr; active compounds read low | activity change, % at 1.84 µM | hit rate 0.37% among 340,000 | Q12809;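 active means maximum activity change below -70%; inconclusive means maximum activity change between -70% and -50%; inactive means maximum activity change above -50%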; further: on the % scale 0 is the no-effect control and ±100 the full control effect
Target sequence (Q12809 whole entry, looked up): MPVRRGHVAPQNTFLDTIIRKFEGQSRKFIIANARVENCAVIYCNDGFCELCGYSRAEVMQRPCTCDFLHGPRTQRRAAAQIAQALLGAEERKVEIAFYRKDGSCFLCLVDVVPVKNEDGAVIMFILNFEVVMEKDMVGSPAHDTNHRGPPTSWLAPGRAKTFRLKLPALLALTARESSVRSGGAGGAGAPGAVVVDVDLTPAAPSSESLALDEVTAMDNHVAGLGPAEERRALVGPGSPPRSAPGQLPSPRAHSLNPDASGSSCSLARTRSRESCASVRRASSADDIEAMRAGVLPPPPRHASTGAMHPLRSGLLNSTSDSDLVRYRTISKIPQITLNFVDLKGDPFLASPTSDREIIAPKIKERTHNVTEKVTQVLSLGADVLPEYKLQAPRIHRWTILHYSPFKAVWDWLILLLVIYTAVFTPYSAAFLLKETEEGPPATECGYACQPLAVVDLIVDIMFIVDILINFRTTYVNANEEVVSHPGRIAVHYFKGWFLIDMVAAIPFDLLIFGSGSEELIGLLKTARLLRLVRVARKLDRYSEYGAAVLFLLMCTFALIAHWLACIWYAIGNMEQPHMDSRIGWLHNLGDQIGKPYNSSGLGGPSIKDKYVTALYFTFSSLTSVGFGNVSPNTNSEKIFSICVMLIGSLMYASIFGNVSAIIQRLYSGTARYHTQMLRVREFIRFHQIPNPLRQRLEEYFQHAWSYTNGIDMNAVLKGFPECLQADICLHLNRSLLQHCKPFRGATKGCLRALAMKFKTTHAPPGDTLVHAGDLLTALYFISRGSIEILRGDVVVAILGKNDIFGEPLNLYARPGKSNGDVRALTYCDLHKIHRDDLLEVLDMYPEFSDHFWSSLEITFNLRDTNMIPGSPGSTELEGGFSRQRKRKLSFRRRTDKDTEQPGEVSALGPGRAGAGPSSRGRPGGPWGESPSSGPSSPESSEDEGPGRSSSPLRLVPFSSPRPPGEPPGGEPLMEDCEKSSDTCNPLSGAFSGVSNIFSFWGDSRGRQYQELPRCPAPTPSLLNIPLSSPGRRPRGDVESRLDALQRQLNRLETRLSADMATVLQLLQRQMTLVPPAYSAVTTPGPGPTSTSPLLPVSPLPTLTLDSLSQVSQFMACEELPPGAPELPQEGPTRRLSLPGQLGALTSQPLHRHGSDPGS
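U2OS cells transduced with wild-type KCNH2 virus are loaded with FluxOr dye for 45 min, and thallium flux is measured in kinetic reads before and after stimulation buffer. Rate constants are normalized to DMSO controls.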
Chronic BCR inh – inhibitors of chronic active B-cell receptor signaling; hit rate 0.05% among 340,000; AID 493014; Potency, µM (highest dose often 46.1 µM), without a hit: top-dose ratio change, negative = lower green/red ratio, actives largely listed as inhibitors; ABC-DLBCL IkBa-CBG/CBR reporter, luminescence ratio, 4 h; active means well fitted inhibition curve with a large enough effect in the signal ratio, with a control signal flat, not every such curve was filed as active; inconclusive means small, poorly fitted or top-dose-only effect, or effect the other way, or a change in a side signal; the % refers to the signal ratio;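 further: potency means the concentration at half of the fitted maximal effect; plate controls were basal doxycycline-induced cells for no effect and cells given 10 µM MG132 for full effect; MG132 reads +100%, hits lower the ratio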
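Concentration-response series (up to 46 uM) were applied to TMD8 dual-reporter cells for 4 h at 37C with doxycycline. Green/red ratio, after filter-overlap correction, defined %Activity; red signal alone was normalised to basal cells and zero luminescence.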
Tb PFK block – blocks T. brucei phosphofructokinase; T. brucei PFK, ADP-Glo luminescence; hit rate 0.17% among 330,000; O15648; AID 485367; Potency, µM (top dose mostly 57.5 µM), for inactives: at the highest dose activity, negative = inhibition, usual class: inhibitors;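 further: potency means the concentration at half of the fitted maximal effect; 0% = uninhibited 1x PFK enzyme wells and -100% = no-enzyme wells; nearly all actives have a fitted effect of over 60% in size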
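Activity is normalized to no-enzyme wells (full inhibition) and 1.25 nM enzyme wells (no inhibition). Reaction: 0.5 mM F6P, 0.1 mM ATP, 45 min RT, ADP-Glo luminescence; concentration-response curves fitted and classed by quality.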
TCR activator – activates T cell receptor signaling; primary human leukocytes, anti-CD3, IL-2 HTRF, 48 h; Potency, µM (highest dose often 9.22 µM), for the others: top-dose activation of IL-2 secretion, usual class: activators; 330,000 tested, under 10 active; further: % of control where 0% means no effect
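IL-2 produced over 48 hr by a-CD3 bead-stimulated primary human leukocytes exposed to compounds was detected with a homogeneous time-resolved FRET immunoassay, 665nm acceptor signal after 320nm excitation.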
FBPA coupling cs – inhibits coupling enzyme system, counter-screen for aldolase hits; coupling enzyme system counterscreen, AmpLite Red fluorescence; activity change, negative = inhibition, % at 58.2 µM, hits read low; hit rate 0.67% among 290,000; AID 2472; in the data active means activity change below about -30%; further: on the % scale 0 is the no-effect control and ±100 the full control effect
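Activity here indicates interference with the coupling reaction, not aldolase inhibition. Compounds at 57.5 uM final met coupling enzymes for 10 min at RT; substrate and AmpLite Red detection followed, with a 525/598 nm fluorescence read after 20 min.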
CXXC DNA block – MLL CXXC-DNA interaction inhibition | Q03164 | MLL-CXXC / FITC-HOXA9 DNA fluorescence polarization | Potency, µM (highest dose often 115 µM), without a hit: at the top dose activity change, negative = inhibition, most hits filed as inhibitors | hit rate 0.037% among 290,000; active means well fitted inhibition curve with a large enough effect in the polarisation, with a control signal flat, not every such curve was filed as active; inconclusive means small, poorly fitted or top-dose-only effect, or effect the other way, or a change in a side signal; inactive means no such curve, though single readings can be large or run the other way; the % refers to the polarisation; further: potency means the concentration at half of the fitted maximal effect
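Fluorescence polarization: 7 uM MLL-CXXC (stock) preincubated 5 min with compounds, then 50 nM fluorescein-HOX-A9 DNA (stock) added; 30 min ambient. Buffer 50 mM Tris-HCl pH 7.5, 50 mM NaCl, 1 mM DTT, 0.05% BSA.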
A-T KAP1 phos – potential ataxia-telangiectasia treatments restoring KAP-1 phosphorylation | […] A-T fibroblasts, KAP-1 phosphorylation AlphaLISA; neocarzinostatin DNA damage 30 min before lysis | Potency, µM (series often up to 57.5 µM), for inactives: at the highest dose activation, actives largely listed as activators | hit rate 0.19% among 320,000; further: potency means the concentration at half of the fitted maximal effect; % of control where 0% means no effect; nearly all actives have a fitted effect of over 45% in size
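hTERT-immortalized A-T patient fibroblasts ([…]), 500 cells/well in OPTI-MEM, 1% FBS, got compounds for 60 min, then NCS for 30 min at 37C. Lysates were then assayed for phospho-KAP-1 by AlphaLISA (anti-pKAP1 donor, anti-KAP1 acceptor beads), 6 hr at 25C.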
Active calls of the source: *; & = joins results of further samples; [ ] = remark or other dose. Unless noted, the call rests on the fitted dose curve; in most records, active means well fitted curve in the direction sought with a large enough effect; inconclusive means small, poorly fitted or top-dose-only effect, or another doubt; inactive means no such curve, though single readings can be large; an effect the other way counts as inactive or inconclusive. Compounds were not picked by outcome; about 1.6% have a hit in one of these screens.

How did CN(CC(=O)NCc1ccccn1)S(=O)(=O)c1ccc2ccccc2c1 do in these assays?
TSHR antag: 1.4; GALK inh: 9.8%; Giardia killer: 0.2; hERG WT inh: -7.9; Chronic BCR inh: -5.0%; Tb PFK block: 2.0%; TCR activator: 1.4%; FBPA coupling cs: 3.6; CXXC DNA block: -2.0%; A-T KAP1 phos: 2.7%[11.5 µM]

How did CC(C)(C)c1nnc(SCC(=O)c2ccccc2)n(N)c1=O do in these assays?
TSHR antag: -14.9; Giardia killer: -8.6; hERG WT inh: 3.5; Chronic BCR inh: 0.9%; Tb PFK block: -13.7%; TCR activator: 0.3%[46.1 µM]; FBPA coupling cs: -2.0; CXXC DNA block: -1.7%; A-T KAP1 phos: 0.2%

Results for CN(C)C(CNC(=O)c1ccc2[nH]c(=O)c(=O)[nH]c2c1)c1ccco1 (stereo not given) ?
TSHR antag: 3.3; Giardia killer: -2.7; hERG WT inh: -33.3; Chronic BCR inh: 0.6%; Tb PFK block: -3.6%; A-T KAP1 phos: 4.1%

Results for COC(=O)c1sccc1NC(=O)Cc1ccc(OC)c(OC)c1 ?
TSHR antag: -1.5; GALK inh: 0.4%; Giardia killer: 7.5; hERG WT inh: 30.6; Chronic BCR inh: inconclusive; Tb PFK block: 2.3%; TCR activator: -1.8%[46.1 µM]; FBPA coupling cs: -7.9; CXXC DNA block: -0.7%; A-T KAP1 phos: -3.7%

Results for O=C(CCc1nc2ccccc2s1)N1CCN(c2ccccc2)CC1 ?
TSHR antag: -8.2; GALK inh: -1.0%; Giardia killer: 1.9; hERG WT inh: -3.4; Chronic BCR inh: inconclusive; Tb PFK block: 1.5%; TCR activator: 0.7%; FBPA coupling cs: -2.9; CXXC DNA block: 4.0%; A-T KAP1 phos: 11.8%

Results for COC(=O)CNC(=O)CSc1nc2sccc2c(=O)n1-c1ccccc1 ?
TSHR antag: 4.0; GALK inh: -8.8%; Giardia killer: -4.3; hERG WT inh: 0.7; Chronic BCR inh: 0.7%; Tb PFK block: 6.7%; TCR activator: 7.6%; FBPA coupling cs: 3.0; CXXC DNA block: 3.4%; A-T KAP1 phos: -4.7%

How did COC(=O)Cn1cnc2c(C#N)c3n(c2c1=O)CCCC3 do in these assays?
TSHR antag: 41.5; GALK inh: 1.0%; Giardia killer: 5.1; hERG WT inh: 0.7; Chronic BCR inh: 12.5%; Tb PFK block: 0.8%; FBPA coupling cs: 4.3; CXXC DNA block: 4.8%; A-T KAP1 phos: -8.5%

Results for CCn1c(COc2cccc(OC)c2)nnc1SCC(=O)NCC1CCCO1 (stereo not given) ?
TSHR antag: 8.5; GALK inh: 20.2%; Giardia killer: -7.8; hERG WT inh: 2.2; Chronic BCR inh: -4.4%; Tb PFK block: -22.4%; TCR activator: -4.0%; FBPA coupling cs: -3.4; CXXC DNA block: 3.1%; A-T KAP1 phos: 0.7%

Results for O=C(COC(=O)C1=COCCO1)Nc1ccc2c(c1)OCO2 ?
TSHR antag: 11.1; GALK inh: 3.6%; Giardia killer: -6.7; hERG WT inh: -0.4; Chronic BCR inh: -0.4%; Tb PFK block: 3.3%; FBPA coupling cs: -1.8; CXXC DNA block: -13.1%; A-T KAP1 phos: -19.2%

How did O=C(Nc1cccc(Cl)c1)C1C2CCC3C(CCC21)C3(Cl)Cl (stereo not given) do in these assays?
TSHR antag: -33.5; GALK inh: 0.1%; Giardia killer: 2.2; hERG WT inh: 3.3; Chronic BCR inh: inconclusive; Tb PFK block: 0.0%; TCR activator: -9.2%[46.1 µM]; FBPA coupling cs: 2.6; CXXC DNA block: 16.7%; A-T KAP1 phos: 12.3%

Results for Cc1ccc(SC/C(O)=C(\C#N)c2nc3ccccc3s2)cc1 ?
TSHR antag: -33.7; GALK inh: -20.3%; Giardia killer: -3.8; hERG WT inh: -16.5; Chronic BCR inh: inconclusive; Tb PFK block: -14.7%; TCR activator: 2.1%; FBPA coupling cs: 15.6; CXXC DNA block: 6.9%; A-T KAP1 phos: 5.1%

How did COc1ccc2c(c1)[nH]c1c(=O)n(/N=C/c3ccc(OC)c(CN4CCCC4)c3)cnc12 do in these assays?
TSHR antag: -1.4; GALK inh: -0.9%; Giardia killer: -18.4; hERG WT inh: 4.3; Chronic BCR inh: -0.2%; Tb PFK block: -7.8%; TCR activator: 6.5%; FBPA coupling cs: -1.7; CXXC DNA block: -5.5%; A-T KAP1 phos: -42.3%

How did COc1cccc(-c2ccc3ncnc(NCc4ccc5c(c4)OCO5)c3c2)c1 do in these assays?
TSHR antag: -41.1&-39.3; Giardia killer: inconclusive; Chronic BCR inh: inconclusive; Tb PFK block: -0.3%&3.2%; TCR activator: -3.7%; A-T KAP1 phos: -20.1%&0.6%

How did Cc1ccccc1-n1c(SCC(=O)NCc2cccs2)nc2ccccc2c1=O do in these assays?
TSHR antag: 9.7; GALK inh: 0.1%; Giardia killer: 2.1; hERG WT inh: -5.7; Chronic BCR inh: -9.5%; Tb PFK block: 0.0%; TCR activator: 1.2%[46.1 µM]; FBPA coupling cs: 1.3; CXXC DNA block: -4.6%; A-T KAP1 phos: 9.7%

What do the screens show for `COc1cc(-c2noc(C3CCCN(S(=O)(=O)c4cccc(Cl)c4)C3)n2)cc(OC)c1OC` (stereo not given)?
TSHR antag: -37.5; GALK inh: 3.5%; Giardia killer: -0.1; hERG WT inh: 0.2; Chronic BCR inh: 2.7%; Tb PFK block: 1.6%; TCR activator: 2.9%; FBPA coupling cs: -2.5; CXXC DNA block: -1.4%; A-T KAP1 phos: 4.5%

What do the screens show for `CN1CCSc2ccc(C(=O)Nc3ccc(Cl)cc3)cc21`?
TSHR antag: -4.6; GALK inh: 4.7%; Giardia killer: 2.4; hERG WT inh: -8.5; Chronic BCR inh: inconclusive; Tb PFK block: -1.3%; TCR activator: -3.9%; FBPA coupling cs: 1.1; CXXC DNA block: 21.1%; A-T KAP1 phos: 6.9%

How did Cc1cccc(-n2cc[nH]c2=S)c1C do in these assays?
TSHR antag: -3.5; GALK inh: 0.1%; Giardia killer: -11.4; hERG WT inh: -4.8; Chronic BCR inh: -8.6%; Tb PFK block: -1.7%; TCR activator: -3.2%[46.1 µM]; FBPA coupling cs: 0.4; CXXC DNA block: 1.0%; A-T KAP1 phos: 1.7%

Results for Cc1ccc2c(c1)C1CN(C)CCC1N2S(=O)(=O)c1ccccc1F (stereo not given) ?
TSHR antag: 5.0; Giardia killer: 3.6; hERG WT inh: 18.1; Chronic BCR inh: 0.2%; Tb PFK block: 0.0%; TCR activator: 1.7%; A-T KAP1 phos: 3.9%

Results for COc1ccc(CNC(=O)CN(Cc2ccc(F)cc2)C(=O)c2csnn2)cc1 ?
TSHR antag: 12.8; GALK inh: -3.3%; Giardia killer: -3.8; hERG WT inh: -1.0; Chronic BCR inh: 0.3%; Tb PFK block: 5.8%; TCR activator: -8.6%; FBPA coupling cs: 5.1; CXXC DNA block: -6.7%; A-T KAP1 phos: -3.4%

How did COc1ccc(OC)c(Nc2nc(-c3cccc([N+](=O)[O-])c3)nc3ccccc23)c1 do in these assays?
TSHR antag: 11.4; GALK inh: -0.4%; Giardia killer: 4.3; hERG WT inh: -0.5; Chronic BCR inh: 7.0%; Tb PFK block: 0.7%; TCR activator: 2.3%; FBPA coupling cs: -0.4; CXXC DNA block: 9.6%; A-T KAP1 phos: 9.7%

Results for C[N+](C)(C)CCOC(=O)CCC(=O)OCC[N+](C)(C)C ?
TSHR antag: -13.2; Giardia killer: -25.9; hERG WT inh: -1.5; TCR activator: 9.4%; CXXC DNA block: -10.9%

How did COc1ccc(N2CCN(C(=O)CCS(=O)(=O)c3ccc(OC)cc3)CC2)cc1 do in these assays?
TSHR antag: -3.3; GALK inh: 5.6%; Giardia killer: 31.6[activator]; hERG WT inh: 2.3; Chronic BCR inh: 8.0%; Tb PFK block: 5.4%; TCR activator: 3.4%; FBPA coupling cs: -0.3; CXXC DNA block: 0.2%; A-T KAP1 phos: -0.1%

How did O=C(O)/C(=C/c1ccco1)c1ccccc1 do in these assays?
TSHR antag: -1.7; GALK inh: 2.9%; Chronic BCR inh: -0.7%; Tb PFK block: 0.2%; FBPA coupling cs: -5.9; CXXC DNA block: -9.7%; A-T KAP1 phos: -6.8%

How did Oc1ccc(Nc2ncnc3ccccc23)cc1 do in these assays?
TSHR antag: 10.0; GALK inh: -4.6%; Giardia killer: -15.3; hERG WT inh: -9.3; Chronic BCR inh: inconclusive; Tb PFK block: -1.4%; FBPA coupling cs: 0.5; CXXC DNA block: 21.9%; A-T KAP1 phos: -6.7%

How did CN1C(=O)C(C)(C)c2cc(S(=O)(=O)NCC3CCC(C(=O)NCc4ccc(F)cc4)CC3)ccc21 (stereo not given) do in these assays?
TSHR antag: -10.4; GALK inh: -6.4%; Giardia killer: -2.1; hERG WT inh: 6.9; Chronic BCR inh: 1.9%; Tb PFK block: 1.2%; TCR activator: 3.1%; CXXC DNA block: -0.8%; A-T KAP1 phos: -4.2%
